CD40 NFkB inh – CD40 pathway inhibition in BL2 cells; BL2 NF-kB luciferase reporter, CD40L-induced, 4 h; inhibition, % at 10 µM; 83,000 tested, 0.94% active; AID 1053188;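 active = mean inhibition of at least 50% with a set share of replicates also reaching that level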;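 also: 0% = neutral control wells and 100% = IKK inhibitor VII at 50 µM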
The depositor's hits bear a star; [ ] = dose if it differs, or a comment. Only part of the results is shown. The share of hits here may be higher or lower than overall.

structure | CD40 NFkB inh
CCc1n[n+](CC(=O)c2ccccc2)c(N)s1 | -10
O=C1CC2C(=O)NCCN2C(=NC(=O)c2ccc(Cl)cc2)N1 (stereo unspecified) | -4
CN(C)CC(=O)N1[C@H](CO)[C@@H](c2ccc(-c3ccc(C(=O)N(C)C)cc3)cc2)[C@@H]1C#N | -14
Oc1c(Cl)cc(Cl)c(Cl)c1Cc1c(O)c(Cl)cc(Cl)c1Cl | 91*
O=C(CSc1ncnc2sccc12)Nc1ccc(S(=O)(=O)N2CCOCC2)cc1 | 1
Cc1cc(NC(=O)c2noc3c2CCCC3)no1 | -48
Nc1cc(=O)[nH]c(SCC(=O)Nc2ccc(N3CCOCC3)cc2)n1 | 3
NS(=O)(=O)c1ccc(Cl)cc1[N+](=O)[O-] | -3
Cc1nc2cc(NC(=O)Nc3nccs3)ccc2n1C | -34
C[C@H](NC(=O)N(C)C[C@H]1OCc2ccccc2-c2c(n(C)c3ccccc23)C(=O)N([C@H](C)CO)C[C@H]1C)c1ccccc1 | 19
Cc1ccccc1NCC(=O)N/N=C\c1ccc2c(c1)OCO2 | -18
CCCCn1c(N)c(N(CCOC)C(=O)CCNC(=O)NC23CC4CC(CC(C4)C2)C3)c(=O)[nH]c1=O | 3
COCC(=O)N1[C@@H]2Cn3c(ccc(-c4ccccc4)c3=O)[C@H]1[C@@H](C(=O)NCc1ccccn1)[C@@H]2CO | 1[25 µM]
COc1ccccc1S(=O)(=O)N1CC[C@@H]2[C@H]1c1cc(C#CC3CCCCC3)ccc1N[C@@H]2CO | 0[25 µM]
CCOC(=O)c1c(N)sc(N)c1C(=O)OCC | 21
CCCCn1c(N)c(N(CC(C)C)C(=O)c2oc3ccc(Br)cc3c2C)c(=O)[nH]c1=O | -5
C[C@@H](NC(=O)C[C@@H]1C[C@H]2c3cc(NC(=O)c4ccc5c(c4)OCO5)ccc3O[C@H]2[C@@H](CO)O1)c1ccccc1 | -3[25 µM]
COc1ccccc1C(=O)Nc1ccc2c(c1)C(=O)N(C)[C@H]1CC[C@H](CC(=O)Nc3cc(F)ccc3F)O[C@@H]1CO2 | 30[25 µM]
CCOC(=O)N(C)C[C@H]1OCc2cnnn2CCCC(=O)N([C@@H](C)CO)C[C@@H]1C | 0
COc1cccc(C#Cc2ccc3c(c2)[C@@H]2[C@@H](CCN2C(=O)CC2CC2)[C@@H](CO)N3)c1 | -14[25 µM]
CCN(CC)C(=O)c1sc(NC(=O)C(C)C)c(C#N)c1C | -3
O=C(c1cccs1)c1ccccc1Cc1cccs1 | -3
CCC1CCCCN1CCCNC(=O)CN1C(=O)COc2ccccc21 (stereo unspecified) | 10
CC1CC(C)CN(CCCNC(=O)c2csc3c2CCCCC3)C1 (stereo unspecified) | 11
Cc1ccccc1S(=O)(=O)Nc1ccc2c(c1)C(=O)N(C)[C@H]1CC[C@@H](CC(=O)O)O[C@H]1CO2 | -1[25 µM]
Cc1onc(-c2ccccc2)c1C(=O)NCc1cccs1 | 19
CCCCn1c(CNC(=O)CCC)nc2ccccc21 | 5
CCCNC(=O)N1[C@@H](C#N)[C@H](c2ccc(-c3cccc(OC)c3)cc2)[C@@H]1CO | 51*[25 µM]
COc1ccc(Cc2noc(CN(C)CCc3ccccc3)n2)cc1OC | 12
CC1CCN(C(=O)COC(=O)c2ccc3c(c2)C(=O)N(Cc2ccco2)C3=O)CC1 | 11

Given as labelled records: 4 of the compounds above
CCc1n[n+](CC(=O)c2ccccc2)c(N)s1
- CD40 NFkB inh: -10

O=C1CC2C(=O)NCCN2C(=NC(=O)c2ccc(Cl)cc2)N1 (stereo unspecified)
- CD40 NFkB inh: -4

CN(C)CC(=O)N1[C@H](CO)[C@@H](c2ccc(-c3ccc(C(=O)N(C)C)cc3)cc2)[C@@H]1C#N
- CD40 NFkB inh: -14

Oc1c(Cl)cc(Cl)c(Cl)c1Cc1c(O)c(Cl)cc(Cl)c1Cl
- CD40 NFkB inh: 91*

(next part)
structure | CD40 NFkB inh
CCc1noc(C)c1C(=O)N(CC)CC(=O)Nc1ccccc1C(F)(F)F | -2
COCCCCC(=NOCCN)c1ccc(C(F)(F)F)cc1 | 6[25 µM]
Cc1ccc(S(=O)(=O)Nc2c(C)nn(C)c2C)cc1 | 9
CC(=O)Nc1cccc(OC(=O)c2ccoc2C)c1 | -11
Cc1ccc(S(=O)(=O)N(C)C[C@@H]2OCCCC[C@@H](C)Oc3ccc(NS(=O)(=O)c4ccccc4)cc3C(=O)N([C@@H](C)CO)C[C@H]2C)cc1 | 25
COc1cc(NC(=O)c2ccc3c(c2)OCO3)c2ncccc2c1 | -47
CC[C@H](C)C(=O)O[C@H]1C[C@@H](C)C=C2C=C[C@H](C)[C@H](CC[C@@H]3C[C@@H](O)CC(=O)O3)[C@H]21 | 3
C[C@H](NC(=O)C[C@@H]1CC[C@H]2[C@@H](COC[C@@H](O)CN2C(=O)Nc2cccc(Cl)c2)O1)c1ccccc1 | 0[25 µM]
CC(C)N(Cc1ccccc1)C(=O)c1ccc2nsnc2c1 | 17
Fc1ccc(Nc2nc(NCc3ccccc3)nc3ccsc23)cc1 | -8
COc1ccc(-c2ccc3c(c2)[C@@H]2[C@@H](CCN2S(=O)(=O)c2ccc(F)cc2)[C@@H](CO)N3C)cc1 | -8
COCCN1Cc2cccc(C(=O)Nc3ccc(-c4nc5ccccc5[nH]4)cc3)c2C1=O | -16
CNC[C@@H]1Oc2c(NS(C)(=O)=O)cccc2C(=O)N(C)C[C@H]1C | 13
COc1ccc(S(=O)(=O)N2CC(C)N(C(=O)N(C)C)C2C)cc1 (stereo unspecified) | 1
CC(=O)N1CCN(S(=O)(=O)c2cccc(C(=O)OCC(=O)N(Cc3ccccc3)C(C)(C)C)c2)CC1 | 9
c1ccc(CCCc2nc(-c3cccnc3)no2)cc1 | -33
CC(C)(C)n1nc2c(c1NC(=O)Cc1ccccc1)CS(=O)(=O)C2 | 12
C[C@H](C(=O)N(C)C[C@H]1OCc2ccccc2-c2c(n(C)c3ccccc23)C(=O)N([C@@H](C)CO)C[C@H]1C)c1ccccc1 | 22
CC(=O)N1[C@H](CO)[C@H](c2ccccc2)[C@@H]1CN(CC(C)C)C(=O)c1ccccn1 | 10[25 µM]
CC1=C(CCN2CCN(C3CCCC3)C(CCO)C2)C(C)(C)CCC1 (stereo unspecified) | 27
O=C(COC(=O)c1cncc(Br)c1)NCc1ccco1 | 11
Cc1ccccc1CSCC(=O)NCCSc1ccccn1 | -12
O=C(NC1CCCC1)N1CC(=O)N2[C@H](CO)[C@@H](c3ccc(-c4cccc(F)c4)cc3)[C@H]2C1 | 13
COc1cc2c(O)cc(C(=O)O)c(-c3cc(OC)c(OC)c(OC)c3)c2cc1OC | -5
COc1cccc(C(=O)C2CCCN(Cc3cccn3-c3ccccn3)C2)c1 (stereo unspecified) | 25
O=C(NCc1csc(-c2ccccc2)n1)c1cc(F)cc2c1OCOC2 | -59
O=C(Nc1ccccc1)N1CCN2C(=O)c3ccccc3C12c1ccccc1 (stereo unspecified) | 9
O=C(c1ccccc1)c1ccc(OCC(=O)N2CCOCC2)cc1 | 2
C[C@H]1CN([C@@H](C)CO)C(=O)CCCn2cc(nn2)CO[C@@H]1CN(C)S(=O)(=O)c1ccc(Oc2ccccc2)cc1 | -5
COc1ccc2cc(-c3cc(C(=O)O)c4ccccc4n3)ccc2c1 | 83*
Cc1cc(OCC(=O)NCC(C)C)cc(C)c1Br | 2
O=C(Cn1c(=O)c2cccn2c2ccccc21)NCCc1ccc(Cl)cc1 | -2
CC(OC(=O)c1cccc(S(=O)(=O)N2CCCCCC2)c1)C(=O)Nc1ccc(S(N)(=O)=O)cc1 (stereo unspecified) | -1
Cc1ccc(NC(=O)CSc2nnnn2C2CC2)cc1S(=O)(=O)N1CCOCC1 | 1
CCn1nc(C(=O)OCC(=O)c2ccc(F)cc2)c2ccccc2c1=O | 5
Cc1noc(C)c1NC(=O)N(C)C[C@@H]1Oc2cc(C#CCN(C)C)ccc2S(=O)(=O)N([C@@H](C)CO)C[C@H]1C | 2[25 µM]
Cc1ccc(S(=O)(=O)C2(S(=O)(=O)c3ccc(C)cc3)CC2)cc1 | 9
Nn1c(SCC(=O)NCCC2=CCCCC2)nnc1-c1cccnc1 | -6
O=C(c1ccncc1)N1CC2(C1)[C@H](c1ccccc1)[C@H](CO)N2CC1CC1 | -4[25 µM]
Cc1cc(OCC(=O)OCC(=O)N(Cc2ccccc2)C(C)(C)C)ccc1Cl | 6
Cc1ccc(-c2ccc3c(c2)O[C@@H](CN(C)Cc2cncnc2)[C@@H](C)CN([C@H](C)CO)S3(=O)=O)cc1 | 19[25 µM]
O=C(Nc1ccccc1C(=O)NCCN1CCOCC1)c1ccco1 | -5
Cc1cccc(NC(=O)COC(=O)c2ccc(S(=O)(=O)N3CCCC3)cc2)c1 | 7
O=C(C[C@@H]1CC[C@@H]2[C@H](COC[C@H](O)CN2C(=O)c2ccncc2)O1)NCc1cc(F)cc(F)c1 | -1[25 µM]
Cc1nnc(NC(=O)c2csc3c2CCCC3)s1 | -13
Cc1cccnc1NC(=O)Nc1cccc2ccccc12 | 0
CS(=O)(=O)N(Cc1nnc(-c2cccs2)o1)c1ccc(Cl)cc1F | 1
Cc1cccc(C(=O)N[C@H](C(=O)Nc2ccc(S(=O)(=O)NC3=NCCCCC3)cc2)C(C)C)c1 | -1
Cc1ccc2cc3c(NC(=O)c4ccco4)nn(C)c3nc2c1 | -6
Cc1cccc(C(=O)N(Cc2ccco2)c2c(N)n(Cc3ccccc3)c(=O)[nH]c2=O)c1 | 11
CN1C(=O)c2cc(NS(=O)(=O)c3ccccc3Cl)ccc2OC[C@H]2O[C@@H](CC(=O)Nc3cc(F)ccc3F)CC[C@@H]21 | -21[25 µM]
c1ccc(CNc2ncnc3c2oc2ccccc23)nc1 | -87
O=C(Nc1nonc1NC(=O)c1cccs1)c1cccs1 | 20
Cc1c(C(=O)Nc2cccc(S(=O)(=O)N3CCOCC3)c2)oc2ccc(Br)cc12 | 5
CCOC(=O)c1cc(C)sc1NC(=O)C1CCC1 | 9
O=C(Nc1ccccc1C(=O)N1CCN(Cc2ccccc2)CC1)c1ccccc1 | -5
C/C(CC(C)(C)c1ccccc1)=N\NS(=O)(=O)c1ccccc1 | 11
N#C/C(C(=O)N1CCCC1)=C1/N=C(N)c2ccccc21 | 5
CN1c2ccc(Br)cc2[C@@H]2[C@@H](CCN2S(=O)(=O)c2ccc(F)cc2)[C@@H]1CO | 12[25 µM]
Cc1ccccc1-c1ccc2c(c1)O[C@@H](CN(C)C(=O)Nc1ccc(C(F)(F)F)cc1)[C@H](C)CN([C@H](C)CO)S2(=O)=O | 21[25 µM]

3 structures already listed, ordered by number of heavy atoms, highest first.
structure | CD40 NFkB inh
Cc1noc(C)c1NC(=O)N(C)C[C@@H]1Oc2cc(C#CCN(C)C)ccc2S(=O)(=O)N([C@@H](C)CO)C[C@H]1C | 2[25 µM]
O=C(Cn1c(=O)c2cccn2c2ccccc21)NCCc1ccc(Cl)cc1 | -2
Cc1nnc(NC(=O)c2csc3c2CCCC3)s1 | -13

Other entries follow:
structure | CD40 NFkB inh
CCOc1ccc(C(=O)C(C)OC(=O)Cn2c(C)csc2=O)cc1 (stereo unspecified) | -9
CC(C)Cn1c(N)c(C(=O)COC(=O)c2ccccc2F)c(=O)n(C)c1=O | 8
O=C(c1cccs1)N(Cc1ccccn1)Cc1ccco1 | 2
COCCN(Cc1nnc(-c2cccs2)o1)C(=O)c1cccc(S(=O)(=O)N2CCOCC2)c1 | 3
Cc1cccc(-c2ccc([C@H]3[C@H]4CN(CCC(F)(F)F)CCCCN4[C@H]3CO)cc2)c1 | -13[25 µM]
C[C@@H]1CCCCO[C@H](CN(C)C(=O)NC2CCCCC2)[C@H](C)CN([C@H](C)CO)C(=O)c2cc(N(C)C)ccc2O1 | -14[25 µM]
CCc1ccc(N2CC(C(=O)Nc3ccc(S(=O)(=O)N4CCOCC4)cc3)CC2=O)cc1 (stereo unspecified) | 19
Cc1ccc(CNc2cnccn2)s1 | 7
O=C(OCc1ccccc1F)c1cc([N+](=O)[O-])ccc1N1CCOCC1 | -15
C[C@H](CO)N1C[C@H](C)[C@H](CN(C)CC2CCCCC2)OCCCC[C@H](C)Oc2ccc(NS(C)(=O)=O)cc2C1=O | -9[25 µM]
O=C(NC(Cc1c[nH]c2ccccc12)C(=O)N1CCOCC1)c1cccs1 (stereo unspecified) | 2
C[C@@H]1CCCCO[C@H](CN(C)CC2CC2)[C@H](C)CN([C@H](C)CO)C(=O)c2cc(NC(=O)c3ccccc3)ccc2O1 | -5[25 µM]
CN1CCN(C(=O)c2cc3c(c(-c4cccc(-c5cccnc5)c4)n2)[C@H](CCO)N(C(=O)CC2CC2)C3)CC1 | -11[25 µM]
O=C(Nc1ccc(N2CCCC2)cc1)c1ccc(Br)o1 | -34
COc1ccc2nc(C)cc(N3CCN(S(=O)(=O)c4ccccc4F)CC3)c2c1 | -4
COc1cccc(NC(=O)N2C[C@@H](O)COC[C@@H]3O[C@H](CC(=O)N(C)C)CC[C@H]32)c1 | -15[25 µM]
c1cc2c(cc1Nc1nc(-c3ccc4c(c3)OCO4)cs1)OCCO2 | -19
O=C(CCc1nc(-c2ccc(F)cc2)no1)Nc1cccc(C(=O)NC2CC2)c1 | 1
N#C[C@H]1[C@@H](c2ccc(-c3ccccc3F)cc2)[C@@H](CO)N1C(=O)c1ccccn1 | 19[25 µM]
C[C@@H]1CN([C@H](C)CO)C(=O)c2c(c3ccccc3n2C)-c2ccccc2CO[C@@H]1CN(C)C(=O)[C@H](C)c1ccccc1 | 5
O=C(C1CC1)N1CC[C@@H]2[C@H]1c1cc(-c3cccc(F)c3)ccc1N[C@@H]2CO | -103
CN1CCCN(C(=O)c2cc3c(s2)CCCC3)CC1 | -16
C[C@H]1CN([C@@H](C)CO)C(=O)c2c(c3ccccc3n2C)-c2ccccc2CO[C@@H]1CN(C)Cc1ccccc1 | 40
O=C(Cn1cc([N+](=O)[O-])cn1)N1CCN(c2ccccc2)CC1 | -1
